From PubChem BioAssay
DENV2 CPE: protects cells from dengue virus 2 cytopathic effect | DENV2-infected cells, cytopathic effect rescue, plate reader | CPE inhibition, % at 9.99 µM | 350,000 compounds, 1.7% hits; in the data active = CPE inhibition above about 20%, passing the limit was not always enough; inconclusive = no clear call, values can overlap the other calls; tested in BHK-21 cells;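 note: 0% = median of neutral control wells and 100% = median of positive control wells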
INS-1E GSIS act: primary screen for activators of insulin secretion dependent on glucose, INS-1E cells, GLuc reporter luminescence; INS-1E GLuc reporter insulin secretion, 2-3 h; activation, % at 16.6 µM; 370,000 compounds, 0.61% hits;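 active = lowest replicate activation of at least 40%, so every replicate reaches that level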;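 note: 0% = median of neutral control wells and 100% = median of IBMX positive control wells; some compounds called inactive have numbers as strong as hits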
miR122 inh: miR-122 inhibition in Huh7 cells. Huh7 miR-122 Renilla luciferase sensor, 48 h; neutral wells = 0, positive control = 100. activation (reporter increase), % at 12.5 µM. 340,000 compounds, 0.3% hits. AID 602342;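 active = mean replicate activation score at least 90 and every replicate individually at or above 90; inconclusive = only one of the two criteria met; inactive = neither criterion met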;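 note: higher luciferase means less miR-122 activity so hits act as miR-122 inhibitors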
FN deposit inh: fibronectin deposition inhibition. inhibition, % at 12.6 µM. 350,000 compounds, 0.086% hits. AH1F fibroblasts, Alexa488-fibronectin deposition fluorescence, overnight;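 active = mean inhibition across replicates of 30% or more, regardless of how many single replicates reach that level; inconclusive = mean under 30% yet at least half of replicates reach 30%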;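 note: positive control wells lacked labelled fibronectin entirely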
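Material: AH1F fibroblast monolayer depositing Alexa488-labelled fibronectin into matrix | Input: 10000 AH1F cells/well | Medium: DMEM plus 2% serum, read in PBS | Reagent: Alexa488-fibronectin, 24 nM final in well | Compound dosing: One dose per compound, pinned | Schedule: 1 h adhesion, overnight exposure | Measured by: Fluorescence at 485 nm excitation, 525 nm emission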
EWS-Fli inh: inhibitors of EWS/Fli oncoprotein transcriptional activity | inhibition, % at 12.6 µM | 350,000 compounds, 0.67% hits | AID 651661 | A673 NR0B1-luciferase reporter, viability-normalised;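 active = mean inhibition of at least 50% after viability correction, with every replicate also passing that limit; inconclusive = mean reaches 50% but only one of two replicates passes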;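 note: firefly luciferase signal divided by Alamar Blue viability fluorescence both relative to DMSO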
CFTR F508del cor: correctors of CFTR F508del function in bronchial epithelial cells; CFBE cells, YFP halide quenching; stimulated with forskolin plus potentiator P3; % fluorescence drop versus neutral controls; activity (quench increase), % at 7.58 µM; 350,000 compounds, 0.36% hits; AID 720511;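 active = mean added fluorescence quench of at least 8% versus neutral control, with both replicates also reaching 8%; inconclusive = only one of the mean or replicate conditions met; inactive = mean below 8% and not both replicates reaching 8%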;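 note: cells transiently co-express mutant CFTR-F508del with the halide-sensitive YFP; corrector assay measuring rescue of mutant channel to the surface after 24 h compound exposure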
PAX8 reporter: lowers PAX8-driven luciferase in RMG-I cells; RMG-I TPO-luciferase reporter, SteadyGlo, 24 h; inhibition, % at 12.6 µM; 360,000 compounds, 1.2% hits;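 active = mean replicate inhibition at least 60% with every replicate also reaching 60%; inconclusive = only one of the two criteria is met; inactive = mean below 60% and not all replicates reaching 60%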;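 note: luciferase light reporting Pax8 driven TPO promoter activity; plate controls were median of neutral control wells for no effect and mitoxantrone controls for full effect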
* = called active by the depositor; ? = inconclusive; nt = not tested or not shown; & = joins results of further samples; [ ] = another dose, or the depositor's remark. Outcome played no part in choosing rows; overall some 3.9% were active at least once.

Each structure is followed by: EWS-Fli inh | FN deposit inh | DENV2 CPE | PAX8 reporter | CFTR F508del cor | miR122 inh | INS-1E GSIS act
COCC(=O)Nc1ccc2c(c1)OC[C@@H](C)N(C(=O)COC)C[C@H](C)[C@H](OC)CN(C)C2=O
  -5 | -2 | 10 | -2 | -3.8 | nt | 19
CCCc1noc2c1/C(=N\O)CC(CC(C)SCC)C2 (stereo not drawn)
  -31 | nt | -6 | nt | 0.8 | -7 | -12
Cc1ccc(NC(=O)C(=O)NN)cc1
  -4 | 0 | -2 | -14 | 1.5 | -2 | -28
O=C(N[C@@H]1CC[C@H](CC(=O)N2CCOCC2)O[C@H]1CO)c1ccc2c(c1)OCO2
  -9 | -1 | 1 | 4 | -0.9 | nt | 2
O=C(CSc1nc2ccccc2s1)NNC(=S)Nc1ccccc1
  3 | -6 | -12 | 8 | -1.7 | -7 | -5
CCN(CC)c1ccc(C(=O)OCC(=O)NC(C)(C)C)cc1
  15 | -14 | -2 | -35 | -1.2 | 31 | -15
O=C(CC1CCCC1)Nc1nc2ccccc2[nH]1
  nt | 2 | nt | -178 | nt | 3 | nt
COc1cc(C2/C(=C(/O)c3ccccc3)C(=O)C(=O)N2c2ccccn2)ccc1O (stereo not drawn)
  -8 | -6 | 3 | -2 | -2.4 | -3 | 5
CCOCCCN(C(=O)CCC(=O)Nc1cc(C)on1)C(C(=O)NC(C)(C)C)c1ccccc1Cl (stereo not drawn)
  3 | -4 | -3 | -3 | 0.6 | -1 | -4
O=C(CCN1CCN(c2ccccc2)CC1)NNC(=O)Cc1ccc(Br)cc1
  -1 | -3 | 0 | 20 | 0.2 | nt | -7
CO[C@@H]1CN(C)C(=O)c2cc(NC(C)=O)ccc2OC[C@@H](C)N(Cc2ccc(F)cc2)C[C@@H]1C
  6 | -12 | 6 | nt | 1.6 | 0[16.7 µM] | -12
S=C(Nc1ccc2c(c1)OCO2)Nc1ccc2c(c1)OCO2
  -32 | 3 | 1 | -69 | nt | -2 | 5
Cc1ccc(N(Cc2cc3ccccc3[nH]c2=O)S(C)(=O)=O)cc1
  20 | 0 | -3 | 30 | -0.9 | 1 | 19
COc1ccc(CCN=C(C)C2=C(O)C(c3ccccc3)OC2=O)cc1OC (stereo not drawn)
  10 | -7 | -3 | 7 | -3.1 | nt | 1
CC(C#N)Sc1ccc(S(=O)(=O)N(C)C2CCCCC2)cn1 (stereo not drawn)
  3 | -15 | -3 | 12 | 1.3 | 9 | -51
Cc1ccc(C)c(-n2c(CNc3ccc(F)cc3)nnc2SCC(N)=O)c1
  7 | nt | 7 | nt | -2.3 | nt | -3
CCN(CC)CCCNC(=O)CSc1nc2c(c(C(F)(F)F)n1)CCc1ccccc1-2
  -4 | nt | -7 | 1 | 2.7 | 6 | 4
CC(C)c1ccc2[nH]c3nc(SCC(=O)NC4CC4)nnc3c2c1
  -3 | -2 | 1 | 7 | -7.2 | 0 | -9
CCc1ccc(C(=O)COC(=O)C2CCN(c3ccc(C(F)(F)F)cn3)CC2)cc1
  0 | 1 | -7 | 4 | -0.1 | -10 | -2
CO[C@@H]1CN(C)C(=O)c2cc(NC(=O)C3CCC3)ccc2OC[C@@H](C)N(S(=O)(=O)c2ccc(Cl)cc2)C[C@H]1C
  18 | 5 | -8 | -5 | 0.4 | 1[16.7 µM] | -33
CCOc1cccc(CNCCCSc2ncccn2)c1
  -4 | 8 | 3 | 13 | 1.1 | -3 | 11
COc1cc(NC(=O)CC(C)S(=O)(=O)c2cc3c(cc2C)NC(=O)CO3)cc(OC)c1OC (stereo not drawn)
  -6 | -4 | -3 | 15 | 1.5 | 0 | -1
O=C(CCN1CCN(c2ccccc2)CC1)N/N=C/c1ccc([N+](=O)[O-])o1
  15 | nt | 7 | 3 | 6.3 | -5 | -3
CS(=O)(=O)N(CC(=O)N1CCCC1)Cc1ccccc1
  3 | 3 | -4 | -7 | -0.6 | nt | 1
CCc1ccc2nc(NC(=O)CN3C(=O)NC4(CCCC4)C3=O)sc2c1
  -65 | nt | -6 | -119 | 3.6 | 4 | -8
COc1ccccc1N(Cc1ccccc1)S(=O)(=O)c1cccc(C(=O)Nc2cccc(C)n2)c1
  nt | nt | -5 | 16 | -1.0 | nt | -13
C[C@@H]1CN([C@@H](C)CO)C(=O)c2cccc(NC(=O)Nc3ccc4c(c3)OCO4)c2O[C@H]1CN(C)Cc1ccccc1
  -24 | nt | 9 | -77 | 1.6 | -6[16.7 µM] | -24
O=C(NCc1ccccc1)C1Cc2c(-c3ccc4c(c3)OCO4)ccnc2O1 (stereo not drawn)
  60* | -31 | -5 | 68* | -1.8 | 47 | nt
CCCc1n(CC(O)COCC2CC=CCC2)c2ccccc2[n+]1C (stereo not drawn)
  -4 | 6 | -5 | 5 | -1.5 | -2 | 5
C[C@H](CO)N1C[C@H](C)[C@H](CN(C)Cc2cccnc2)Oc2cc(-c3ccccc3)ccc2S1(=O)=O
  3 | 2 | -9 | -19 | 0.3 | -1[16.7 µM] | -26
CCNC(=O)C[C@H]1CC[C@@H]2[C@H](COc3ccc(NC(=O)c4ccc(C(F)(F)F)cc4)cc3C(=O)N2C)O1
  -22 | -6 | nt | -9 | -0.1 | 0[16.7 µM] | -8
Cc1noc(C)c1NC(=O)Nc1ccc2c(c1)C(=O)N([C@@H](C)CO)C[C@H](C)[C@H](CN(C)C(=O)Nc1ccc(C(F)(F)F)cc1)O2
  -14 | nt | 8 | nt | 0.7 | -9[16.7 µM] | 20
O=C(O)c1ccc(NCc2nc3ccccc3n2Cc2ccccc2)cc1
  5 | 4 | ? | -4 | 0.4 | -1 | 9
CC(C)NC(=O)Nc1ccc2c(c1)C(=O)N([C@@H](C)CO)C[C@H](C)[C@H](CN(C)Cc1ccc(Oc3ccccc3)cc1)O2
  7 | 22 | ? | 10 | 0.0 | 0[16.7 µM] | -31
CN1C(=O)c2cc(NC(=O)c3ccc(C#N)cc3)ccc2OC[C@H]2O[C@@H](CC(=O)Nc3cc(F)ccc3F)CC[C@@H]21
  6 | -5 | nt | 10 | nt | nt | -2
C[C@H]1CN([C@@H](C)CO)C(=O)CCCn2cc(nn2)CO[C@@H]1CN(C)C(=O)c1cc(-c2ccccc2)on1
  -5&0&-100 | 5&7 | ? | -8&4&7 | 0.0&0.3&-0.2 | -4 | 5&1
COCCN(CCOC)S(=O)(=O)c1ccc(C(=O)Nc2nc(-c3ccccc3)c(C(=O)c3ccccc3)s2)cc1
  nt | -10 | nt | 1 | nt | -3 | -18
CCC1CCC(C(=O)NNC(=O)OC)CC1 (stereo not drawn)
  nt | 8 | nt | -3 | nt | -6 | -7
O=C(CNC(=O)c1cccc(Br)c1)N/N=C/c1cccs1
  -9 | -1 | 6 | 31 | -0.1 | 3 | -12
Cc1nc2ccccc2c(=O)n1-c1ccc(NS(=O)(=O)c2ccccc2)cc1
  -3 | 1 | 68* | 6 | -2.1 | -1 | -6
COCC(=O)n1nc(-c2ccc(C)cc2)nc1NCc1ccc(F)cc1
  -62 | nt | 5 | -57 | -0.7 | nt | -1
CCCc1cc(=O)[nH]c(SCC(=O)N2CCOCC2)n1
  5 | 1 | 0 | 4 | 0.3 | nt | 7
COc1ccc(S(=O)(=O)N(C)C[C@@H]2Oc3ncc(/C=C/c4ccccc4)cc3C(=O)N([C@@H](C)CO)C[C@H]2C)cc1
  16 | 5 | nt | 53 | 5.8 | -10[16.7 µM] | -14
CO[C@@H]1CN(C)C(=O)c2ccc(NS(=O)(=O)CC(F)(F)F)cc2OC[C@@H](C)N(C)C[C@H]1C
  -6 | -19 | -10 | -9 | -0.7 | nt | -4
COc1ccc2c(c1)CCC(C)N2C(=O)C(=O)c1c[nH]c2ccccc12 (stereo not drawn)
  -2 | 10 | -4 | 23 | 2.5 | 56 | -9
C=CCN(C)NC(=O)Nc1ccccc1
  7 | nt | 0 | -1 | -0.2 | -6 | -4
Cc1nnc(SCc2ccc(Cl)cc2)n1CC1CCCO1 (stereo not drawn)
  nt | -8 | nt | 3 | nt | 2 | nt
COc1nc(N(C)C)nc(N(C#N)CCOC(C)=O)n1
  -1 | 0 | 9 | 5 | -0.6 | nt | 31
O=C(O)CNC(=S)N(Cc1ccccc1)Cc1cccnc1
  -11 | 14 | -5 | -18 | -1.7 | nt | 6
O=C(C[C@@H]1CC[C@H](NC(=O)c2ccncc2)[C@@H](CO)O1)NCc1ccncn1
  nt | nt | -2 | -5 | 5.6 | nt | 1
CC1(C)CC2CC(C)(CN2C(=O)COc2cccc3ccccc23)C1 (stereo not drawn)
  nt | 11 | nt | 7 | nt | 11 | nt
COc1cccc(NC(=O)N[C@H]2CC[C@@H](CC(=O)NCc3ccccn3)O[C@@H]2CO)c1
  6 | 5 | -5 | -2 | -1.0 | nt | -5
CC(=O)c1c(OC(=O)c2ccccc2Br)ccc2c(C)cc(=O)oc12
  nt | 3 | nt | 5 | nt | nt | -23
C/C=C/c1ccc([C@@H]2[C@@H](CO)N(C(=O)CC)[C@@H]2CNC(=O)C2CC2)cc1
  -1 | -8 | 2 | 14 | 1.3 | -6[16.7 µM] | 5
CN1CCC(=C(c2ccccc2)c2ccc(Br)cc2)CC1
  8 | 5 | -13 | 6 | -0.2 | nt | -29
COc1ccc(S(=O)(=O)N(C)CC(=O)Nc2ccc3c(c2)OCCO3)cc1
  4 | -3 | 6 | -18 | 0.7 | nt | 9
CCN1[C@@H]2Cn3c(ccc(C4=CCCC4)c3=O)[C@H]1[C@@H](C(=O)NC1CCCC1)[C@@H]2CO
  -1 | nt | -5 | 3 | 0.5 | 3[16.7 µM] | 0
Clc1nc2c(ccc3ccccc32)[nH]1
  -45 | 5 | 2 | -32 | -0.7 | -7 | -3
C[C@H]1CN([C@@H](C)CO)C(=O)c2cccc(NS(=O)(=O)c3ccc(Cl)cc3)c2O[C@H]1CN(C)Cc1ccc(-c2ccccc2)cc1
  5 | -8 | 9 | 12 | 1.9 | -3[16.7 µM] | nt
Cc1noc(C)c1S(=O)(=O)Nc1ccc2c(c1)C(=O)N([C@H](C)CO)C[C@H](C)[C@H](CN(C)S(=O)(=O)c1ccccc1)O2
  5 | 5 | 3 | nt | -0.9 | 6[16.7 µM] | -12

Next structures follow:
Each structure is followed by: EWS-Fli inh | FN deposit inh | DENV2 CPE | PAX8 reporter | CFTR F508del cor | miR122 inh | INS-1E GSIS act
COc1ccccc1OCC(=O)NCC(C)NC(=O)COc1ccccc1OC (stereo not drawn)
  -6 | 6 | 0 | 7 | 1.5 | 5 | 4
CC=Cc1ccc2n(c1=O)C[C@H]1[C@H](CO)[C@@H](C(=O)Nc3ccc(-c4ccccc4)cc3)N(C)[C@@H]21 (mixture of isomers)
  12 | nt | -3 | nt | nt | nt | -6
CCNC(=O)[C@@H]1[C@@H](CO)[C@@H]2Cn3c(ccc(-c4ccc(OC)cc4)c3=O)[C@@H]2N1Cc1ccccc1
  4 | nt | 8 | 12 | 1.0 | 6[16.7 µM] | -10
CCCC(=O)Nc1ccc2c(c1)C(=O)N(C)[C@@H]1CC[C@@H](CC(=O)NCC3CC3)O[C@@H]1CO2
  5 | 1 | ? | -23 | -1.3 | -6[16.7 µM] | 4
COCC(=O)N1CC(=O)N2[C@H](CO)[C@H](c3ccc(C#CC4CCCC4)cc3)[C@H]2C1
  1 | -3 | ? | nt | 3.6 | nt | 5
